G9a inh: qHTS Assay for Inhibitors of Histone Lysine Methyltransferase G9a | Histone-lysine N-methyltransferase EHMT2 (Homo sapiens), Q96KQ7 | AID 504332, 2011 | actives 8.8% (n = 350,000) | Potency, µM (series often up to 102 µM), for the others: at the highest dose activity, negative = inhibition, hits mostly inhibitors | G9a H3K9 monomethylation, AlphaScreen, 2 h; further: on the % scale 0 is the no-effect control and ±100 the full control effect; nearly all actives have a fitted effect of over 75% in size
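Compounds were preincubated with 20 nM G9a for 15 min, after which biotinylated H3K9 peptide (500 nM) and SAM (20 uM) started a 2 h room-temperature reaction. Monomethylated product was quantified by antibody-based AlphaScreen chemiluminescence.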
HP1b chromo inh: HTS for Inhibitors of HP1-beta Chromodomain Interactions with Methylated Histone Tails. actives 0.56% (n = 390,000). Potency, µM (top dose mostly 114 µM), inactives show top-dose activity change, negative = inhibition, actives largely listed as inhibitors. Chromobox protein homolog 1 (Homo sapiens), P83916. AlphaScreen HP1-beta / biotin-H3K9me3 peptide binding. AID 540317, 2011; further: nearly all actives have a fitted effect of over 70% in size; inactives centre near 23
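HP1-beta protein (50 nM final) preincubated 30 min at room temperature with biotinylated H3(1-18)K9me3 peptide (50 nM) in PBS pH 7.4, 0.01% Tween-20, then compound added for 30 min. AlphaScreen streptavidin donor/nickel chelate acceptor beads (10 ug/mL final), 30 min dark, luminescence read.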
Pin1 inh: qHTS Assay to Find Inhibitors of Pin1; AID 504891, 2011; Peptidyl-prolyl cis-trans isomerase NIMA-interacting 1 (Homo sapiens), Q13526; actives 0.009% (n = 390,000); Potency, µM (series often up to 115 µM), inactives show at the top dose activity, negative = inhibition, usual class: inhibitors; Pin1 FP peptide displacement, HiFluor488, 10 min; active means well fitted inhibition curve with a large enough effect in the polarisation, with a control signal flat, not every such curve was filed as active; inconclusive means small, poorly fitted or top-dose-only effect, or effect the other way, or a change in a side signal; inactive means no such curve, though single readings can be large or run the other way; the % refers to the polarisation; further: on the % scale 0 is the no-effect control and ±100 the full control effect
GLS inhibitor: qHTS for Inhibitors of Glutaminase (GLS); Glutaminase kidney isoform, mitochondrial (Homo sapiens), O94925; GLS enzymatic activity, qHTS titration; Potency, µM (titrated, usually from 45.5 µM), for inactives: at the highest dose activity change, negative = inhibition, most hits filed as inhibitors; actives 0.21% (n = 410,000); AID 624170, 2012; further: on the % scale 0 is the no-effect control and ±100 the full control effect
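Glutamate formation by hKGA was monitored fluorometrically using coupled glutamate oxidase, HRP and Amplex Red. Substrate was added as 1 mM L-glutamine solution; incubation was 30 min at RT after an initial read.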
Tb PGK inh: qHTS Assay to Find Inhibitors of Phosphoglycerate Kinase. AID 602233, 2012. PGK/GAPDH coupled, Kinase-Glo luminescence, 60 min. actives 0.043% (n = 380,000). Phosphoglycerate kinase, glycosomal (Trypanosoma brucei brucei), P07378. Potency, µM (highest dose often 57.5 µM), inactives show top-dose activity change, negative = inhibition, most hits filed as inhibitors; further: on the % scale 0 is the no-effect control and ±100 the full control effect; nearly all actives have a fitted effect of over 60% in size
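Luminescent ATP detection (Kinase-Glo Plus) follows a 60-minute room-temperature incubation, with wells lacking PGK as controls. Buffer: 100 mM TEA (pH 7.6), 5 mM MgCl2, 0.01% Tween-20. Coupling enzyme GAPDH (100 nM final) supplies unstable 1,3-BPG in-well.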
BLM inh: qHTS Assay for Inhibitors of Bloom's syndrome helicase (BLM); AID 2528, 2010; RecQ-like DNA helicase BLM (Homo sapiens), P54132; recombinant BLM DNA unwinding, fluorescence dequenching; actives 0.2% (n = 350,000); Potency, µM (series often up to 56.1 µM), without a hit: at the highest dose activity change, negative = inhibition, usual class: inhibitors;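 further: plate controls were vehicle for no effect and no enzyme for full effect; nearly all actives have a fitted effect of over 35% in size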
JMJD2A Tudor inh: qHTS Assay for Inhibitors of JMJD2A-Tudor Domain | Potency, µM (titrated, usually from 114 µM), without a hit: top-dose activity change, negative = inhibition, hits mostly inhibitors | AlphaScreen JMJD2A-Tudor / H3K4me3 peptide binding | Lysine-specific demethylase 4A (Homo sapiens), O75164 | actives 4.4% (n = 390,000); further: on the % scale 0 is the no-effect control and ±100 the full control effect; nearly all actives have a fitted effect of over 50% in size
Target sequence (O75164 whole entry, looked up, the tested form may be a part): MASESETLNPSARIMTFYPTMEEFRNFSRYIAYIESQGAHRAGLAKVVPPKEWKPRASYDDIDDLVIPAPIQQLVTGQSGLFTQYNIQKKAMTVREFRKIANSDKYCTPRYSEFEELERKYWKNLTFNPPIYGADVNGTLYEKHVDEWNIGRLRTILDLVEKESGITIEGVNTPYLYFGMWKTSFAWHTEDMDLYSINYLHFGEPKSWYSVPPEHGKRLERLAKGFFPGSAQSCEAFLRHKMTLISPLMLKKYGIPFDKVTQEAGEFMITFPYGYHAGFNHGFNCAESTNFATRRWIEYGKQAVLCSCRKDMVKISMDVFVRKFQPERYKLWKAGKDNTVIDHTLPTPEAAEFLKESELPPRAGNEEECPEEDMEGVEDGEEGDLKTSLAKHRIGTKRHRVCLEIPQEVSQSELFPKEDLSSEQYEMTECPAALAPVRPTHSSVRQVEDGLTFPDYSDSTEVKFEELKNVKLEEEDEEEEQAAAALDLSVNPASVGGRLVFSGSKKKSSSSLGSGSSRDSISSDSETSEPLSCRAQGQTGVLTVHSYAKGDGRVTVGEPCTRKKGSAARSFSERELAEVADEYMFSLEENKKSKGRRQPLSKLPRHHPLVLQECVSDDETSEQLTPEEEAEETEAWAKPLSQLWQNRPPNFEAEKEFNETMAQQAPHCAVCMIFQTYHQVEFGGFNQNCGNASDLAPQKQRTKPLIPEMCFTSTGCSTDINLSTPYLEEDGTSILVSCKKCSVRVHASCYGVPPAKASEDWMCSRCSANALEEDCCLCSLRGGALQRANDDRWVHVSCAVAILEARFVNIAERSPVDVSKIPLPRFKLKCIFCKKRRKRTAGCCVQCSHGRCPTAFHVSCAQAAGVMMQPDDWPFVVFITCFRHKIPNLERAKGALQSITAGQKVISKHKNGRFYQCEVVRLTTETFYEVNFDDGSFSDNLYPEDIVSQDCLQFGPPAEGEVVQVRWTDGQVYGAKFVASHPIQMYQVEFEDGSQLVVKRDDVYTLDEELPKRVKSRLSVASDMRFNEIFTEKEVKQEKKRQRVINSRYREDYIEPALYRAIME
POLI inh: qHTS for Inhibitors of Polymerase Iota; DNA polymerase iota (Homo sapiens), Q9UNA4; Pol iota fluorescent replication assay, 10 min; Potency, µM (highest dose often 115 µM), inactives show at the top dose activity, negative = inhibition, most hits filed as inhibitors; actives 1% (n = 390,000)
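Pol iota at 10 nM preincubated 15 min with compounds at room temperature; reaction started with fluorescent substrate, 50 nM final. Fluorescence read kinetically at 0 and 10 min; buffer-only wells as negative control.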
BAZ2B inh: qHTS Assay for Inhibitors of BAZ2B | actives 4.4% (n = 360,000) | Bromodomain adjacent to zinc finger domain protein 2B (Homo sapiens), Q9UIF8 | Potency, µM (doses to about 114 µM), without a hit: at the top dose activity change, negative = inhibition, hits mostly inhibitors | AlphaScreen BAZ2B-H3K14Ac peptide displacement; further: on the % scale 0 is the no-effect control and ±100 the full control effect; nearly all actives have a fitted effect of over 60% in size
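BAZ2B 50 nM plus b-H3(5-23)K14Ac 50 nM, PBS pH 7.4/0.01% Tween-20, 30 min RT; compound added (max 110 uM), 30 min RT; streptavidin donor/Ni-chelate acceptor beads 10 ug/mL final, 20 min dark; AlphaScreen read.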
* hit, by the source's call; i = inactive; ? = inconclusive; / = no result given; & = joins results of further samples; [ ] = dose if it differs, or a comment. Unless noted, the call rests on the fitted dose curve; in most records, active means well fitted curve in the direction sought with a large enough effect; inconclusive means small, poorly fitted or top-dose-only effect, or another doubt; inactive means no such curve, though single readings can be large; an effect the other way counts as inactive or inconclusive. Potency means the concentration at half of the fitted maximal effect. An excerpt (hit frequency here may not be typical).

G9a inh	HP1b chromo inh	Pin1 inh	GLS inhibitor	Tb PGK inh	BLM inh	JMJD2A Tudor inh	POLI inh	BAZ2B inh	SMILES
?	-9%	3%	10%	i	-3%	-23%	20%	-22%	COc1ccc(C2=CC(=O)N(Nc3ccccc3)C2=O)cc1
-2%[0.501 µM]	33%	?	-1%	-4%	/	-18%	32%[activator]	3%	COc1cc(C#Cc2ccc3cc(C(C)(C)O)oc(=O)c3c2)cc(OC)c1
/	-6%	-5%	-9%	-2%	-18%	-25%	-10%	-2%	O=S(=O)(Cc1ccco1)Cc1nc(-c2ccc(Cl)cc2)cs1
-2%[59 µM]	-24%	2%	4%	6%	-1%	-28%	0%	-2%	COc1ccc(NC(=O)c2ocnc2C)cc1OC
1%&44%[59 µM]	39%&5%	14%&4%	-1%&14%	-1%&4%	3%&-11%	?	-19%&-12%	-25%&-7%	Cc1ccccc1NC(=O)CSc1nc2ccccc2c2nc(CCn3cncc3C)nn12
?	?	4%	2%	-1%	-3%	89µM*	-7%	?	Cc1[nH]c2ccc(C(=O)N3CCN(c4ccccc4F)CC3)cc2c1C
-3%[12.7 µM]	2%	-2%	2%	-4%	-1%	-18%	9%	4%	c1cncc(-c2nnc3n2N=C(c2cccs2)CS3)c1
9%	38%	-1%	-14%	-1%	2%	-1%	-2%	/	Cn1c(SCC(=O)N2CCCC2)nc2ccccc21
13%[2.33 µM]	20%	-4%	5%	-2%	/	-11%	1%	-6%	COc1ccc(CCNC(=O)COc2ccc3c(c2)OCO3)cc1
-44%[12.7 µM]	28%	-4%	1%	-3%	3%	5%	22%	5%	O=C(CN1CC(c2ccccc2)CC1=O)OCc1ccccc1F (configuration not stated)
40µM*	15%	12%	0%	-1%	/	-18%	8%	-30%	COc1ccc(NC(=O)CN(C)C(=O)c2ccc(-c3ccccc3Cl)o2)cc1
0%	1%	-3%	0%	-10%	-2%	-25%	160%[activator]	4%	COc1cccc(CNc2ncn[nH]2)c1OCc1ccc(F)cc1
-3%[59 µM]	39%	-5%	1%	-9%	3%	-2%	-10%	-6%	CC1(C)CC(=O)c2c(nn(-c3ccccc3)c2-c2ccncc2)C1
6%[12.7 µM]	22%	-11%	-3%	-2%	0%	-9%	11%	7%	COC(=O)c1cn(CC(=O)NCc2ccco2)c2ccccc12
6%	31%	3%	0%	6%	-4%	-8%	4%	-12%	C=CCN(c1ccccc1Cl)S(=O)(=O)c1cccc(C(=O)OCC(=O)N(C)C2CCS(=O)(=O)C2)c1 (configuration not stated)
/	8%	?	-5%	2%	/	-34%	9%	/	CC(C)=CCc1c([C@@H]2CCc3ccc(O)cc3O2)cc2c(c1O)OC(C)(C)C=C2
-31%	44%[activator]	-13%	-14%	-2%	/	-7%	11%	6%	CC(C)CN(C(=O)c1cc([N+](=O)[O-])cc([N+](=O)[O-])c1)C1CCS(=O)(=O)C1 (configuration not stated)
11%[12.7 µM]	19%	4%	1%	-17%	0%	-14%	-8%	-21%	CCCCN(CCCC)CC1OCc2ccccc2CO1
/	47%[activator]	-1%	-3%	i	4%	-1%	17%	-15%	O=C(O)CCC(=O)Nc1ccccc1C(=O)N1CCN(c2ccc(Cl)cc2)CC1
-10%	9%	1%	17%	8%	-3%	-3%	41%[activator]	1%	CCOP(=O)(NC(c1ccccc1)c1nc2ccccc2[nH]c1=O)OCC (configuration not stated)

A draw from above in order of heavy-atom count, falling.
G9a inh	HP1b chromo inh	Pin1 inh	GLS inhibitor	Tb PGK inh	BLM inh	JMJD2A Tudor inh	POLI inh	BAZ2B inh	SMILES
/	8%	?	-5%	2%	/	-34%	9%	/	CC(C)=CCc1c([C@@H]2CCc3ccc(O)cc3O2)cc2c(c1O)OC(C)(C)C=C2
-10%	9%	1%	17%	8%	-3%	-3%	41%[activator]	1%	CCOP(=O)(NC(c1ccccc1)c1nc2ccccc2[nH]c1=O)OCC (configuration not stated)
-31%	44%[activator]	-13%	-14%	-2%	/	-7%	11%	6%	CC(C)CN(C(=O)c1cc([N+](=O)[O-])cc([N+](=O)[O-])c1)C1CCS(=O)(=O)C1 (configuration not stated)
-3%[59 µM]	39%	-5%	1%	-9%	3%	-2%	-10%	-6%	CC1(C)CC(=O)c2c(nn(-c3ccccc3)c2-c2ccncc2)C1

Going on with the list:
G9a inh	HP1b chromo inh	Pin1 inh	GLS inhibitor	Tb PGK inh	BLM inh	JMJD2A Tudor inh	POLI inh	BAZ2B inh	SMILES
24%	43%[activator]	20%	-6%	0%	-11%	-17%	-12%	-20%	CCOc1ccc(NC(=O)Cn2nnc(C(=O)NCc3ccc(OC)cc3)c2N)cc1
4%	12%	-13%	-10%	3%	-2%	-2%	3%	7%	CN1C(=O)CC(N2CCN(CC(=O)N3CCCC3)CC2)C1=O (configuration not stated)
?	4%	-6%	-3%	-3%	-4%	10µM*	30%	-34%	C=CCNCCCOc1ccc(Cl)cc1Br
-5%[59 µM]	20%	27%	-24%	-3%	-9%	-19%	141%[activator]	-16%	CN(C)CCNC(=O)c1ccc(-n2c(-c3ccccc3)cc3c2CCCCC3)cc1
0%	42%[activator]	5%	-4%	0%	3%	-6%	34%[activator]	13%	Cc1onc(C(=O)NC(C)c2ccccc2)c1[N+](=O)[O-] (configuration not stated)
/	4%	1%	-1%	-1%	/	-18%	?	/	CCn1ncc(C(=O)Nc2ccc(F)cc2)c1C
28%	48%[activator]	1%	-6%	-10%	-4%	17%	-13%	9%	CC1CN(CC(=O)Nc2ccccc2Sc2ccccc2)CC(C)O1 (configuration not stated)
-5%[12.7 µM]	15%	8%	0%	7%	2%	-20%	0%	-33%	COCCN(C(=S)Nc1ccc(Cl)cc1OC)C1CCN(C(C)=O)CC1
?	64%[activator]	-17%	-4%	i	3%	5%	14%	-6%	COc1cccc(-n2c(Cc3cc(=O)[nH]c(=O)[nH]3)nnc2SCC(=O)N2CCCCCC2)c1
-23%[59 µM]	-6%	-15%	-10%	i	-2%	-21%	-6%	-36%	COc1ccccc1NC(=O)CN1C(=O)CSc2ccc(S(=O)(=O)N3CCCC3)cc21
?	44%	-6%	14%	i	-3%	-34%	7%	-15%	COc1ccc(N2CCN(C(=O)c3c4c(nc5ccccc35)C(=O)N(C3CCCCC3)C4)CC2)cc1
51%[activator]	62%[activator]	-1%	-3%	/	-2%	-5%	-7%	-1%	O=C(NCC(O)c1ccccc1)c1cccs1 (configuration not stated)
?	39%	0%	1%	i	-1%	-13%	-11%	-6%	COc1ccc(C2N(c3cc(Cl)ccc3OC)C(=O)C3CCCN32)cc1 (configuration not stated)
?	8%	?	-6%	-7%	2%	-20%	59%[activator]	-4%	CCN1CC=C2C(C#N)=C(N)C(C#N)(C#N)[C@H](c3cccc(OC)c3OC)[C@H]2C1
3%	30%	-11%	-2%	i	-5%	-12%	10%	6%	CC1c2nc3ccccc3n2C(CC(=O)NC2CC2)C(=O)N1Cc1ccccc1 (configuration not stated)
1%[59 µM]	11%	1%	-30%	3%	-14%	-5%	17%	-37%	CC(=O)N1CCc2c(sc3c2c(=O)n(Cc2ccccc2)c(=O)n3Cc2ccc(Cl)cc2)C1
35µM*	?	-7%	?	5%	-6%	?	81%[activator]	?	COc1ccc(-c2cc(-c3n[nH]c(=S)n3-c3cccc4ccccc34)[nH]n2)cc1
8%[12.7 µM]	35%	4%	4%	-1%	-1%	6%	6%	-7%	CCOC(=O)C1CCN(C(=O)c2ccc(OCC)c(OCC)c2)CC1
?	-10%	-2%	2%	-5%	1%	-11%	125%[activator]	2%	O=C(Nc1cccc(Cl)c1)C1C2C=CC3(O2)C1C(=O)N(CCCN1CCCCC1)C3C(=O)NC1CCCCC1 (configuration not stated)
-23%[12.7 µM]	-1%	0%	8%	i	-2%	-11%	4%	2%	O=C(Cc1coc(-c2ccc(F)cc2)n1)N1CCOCC1
/	25%	-4%	5%	-2%	/	-21%	8%	/	CCN(C[C@H]1N[C@@](CC)(C(=O)OC)[C@H]2C(=O)N(Cc3ccccc3)C(=O)[C@@H]12)C(=O)C1CCCCC1
?	?	0%	31%[activator]	-1%	-12%	?	8%	?	Cc1ccc(C(=O)NC(=S)Nc2ccc(N3CCN(C(=O)c4ccco4)CC3)cc2)cc1
5%[59 µM]	23%	-1%	10%	3%	0%	-15%	3%	-1%	O=C1CCCC2=C1C(c1ccccn1)Nc1ccc(C(=O)c3ccccc3)cc1N2 (configuration not stated)
40µM*	-23%	-2%	-5%	i	-18%	?	?	?	COc1cc(Nc2nc(-c3ccccc3)c3cc(C)ccc3n2)cc(OC)c1OC
-50%	13%	-3%	1%	-10%	-7%	-14%	122%[activator]	-17%	Cc1cccc(-n2cc(-c3ccc([N+](=O)[O-])cc3)[nH]c2=S)c1
12%	16%	0%	1%	i	-3%	-14%	90%[activator]	-6%	Cc1ccc(C)c(NC(=O)CCN2CCN(C)CC2)c1

High-throughput results (PubChem BioAssay)
